procasp7 counter: counter-screen for procaspase-3 activators: activators of human procaspase-7. P55210. recombinant procaspase-7, Ac-DEVD-pNA absorbance 405 nm; D23A/D198A/D206A triple mutant, cannot self-cleave; scale: DMSO 0, 5 µM enzyme 100. activation, % at 8.5 µM. actives 0.093% (n = 330,000);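 active means percent activation above the screen-wide mean plus 3 SD, cut at about 25% in these data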
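System: Procaspase-7 triple mutant (PC-7 D3A); measure: % activation from two-timepoint absorbance difference, scaled to controls; times: 1 h compound preincubation, 2 h substrate cleavage, 25 °C; also added: Ac-DEVD-pNA substrate, 400 µM as added; measured by: Epi-absorbance of released pNA at 405 nm, two timepoints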
proCasp3 act: activators of human procaspase-3; activation, % at 8.5 µM; P42574; actives 0.11% (n = 330,000); recombinant procaspase-3 D3A, Ac-DEVD-pNA absorbance 405 nm;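 active means activation above the mean of all tested compounds plus 3 SD, cut at about 21% in these data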;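 further: 0% = DMSO alone and 100% = DMSO wells spiked with extra 5 µM PC-3 D3A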
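assay system = Procaspase-3 D3A mutant | signal = absorbance at 405 nm, 0 and 120 min | times = 1 h preincubation plus 2 h reaction at 25 °C | repeats = single replicate | read-out = % activation between DMSO and enzyme-spiked controls | medium = Zinc-free HEPES saline buffer with Triton X-100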
RPL19A-GFP yeast: alters RPL19A-GFP fluorescence in TOR pathway yeast screen; S. cerevisiae RPL19A-GFP strain, flow cytometry, 3 h; stronger effect = lower value; percent response vs DMSO, % at 10 µM; actives 0.3% (n = 330,000);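 active means percent response vs DMSO below 50%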;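 further: median channel GFP fluorescence of the barcoded RPL19A-GFP strain; ratio of sample median GFP to plate DMSO average so 100% = DMSO; lower means less RPL19A-GFP as with rapamycin TOR inhibition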
ZTA DNA inh: counter-screen for EBNA-1 inhibitors: inhibitors of Epstein-Barr virus ZTA; P03206; ZTA-DNA binding, fluorescence polarization; inhibition, % at 11 µM; actives 0.15% (n = 320,000); in the data active means inhibition above about 33%
AHR activator: human AHR activation; P35869; AHR-responsive luciferase reporter cells, luminescence; activation, % at 5 µM; actives 2.5% (n = 320,000); in the data active means activation above about 47%;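 further: 0% = vehicle wells and 100% = reference agonist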
MEP2-GFP yeast: modulators of TOR pathway MEP2-GFP in S. cerevisiae. GFP response vs DMSO, % at 10 µM. S. cerevisiae MEP2-GFP strain, flow cytometry GFP, 3 h; 100% = DMSO control level. actives 0.51% (n = 330,000);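 active means GFP response versus DMSO above a set limit, roughly screen mean plus 3 SD, cut at about 180% in these data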;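 further: median GFP fluorescence of the barcode-gated MEP2-GFP cells per well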
LAP4 TOR yeast: alters LAP4-GFP fluorescence in TOR pathway yeast screen; GFP response vs DMSO, % at 10 µM; S. cerevisiae LAP4-GFP multiplex, flow cytometry GFP, 3 h; median GFP as percent of DMSO wells; actives 0.34% (n = 320,000);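 active means GFP response vs DMSO above a set limit, about the screen mean plus 3 SD, cut at about 150% in these data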
EBNA-1 inhibitor: blocks EBNA-1 binding to DNA; AID 1950; actives 0.34% (n = 300,000); inhibition, % at 14.8 µM; EBNA-1 DNA binding, fluorescence polarization; in the data active means inhibition above about 28%
An asterisk follows results filed as active; x = no result given. Compounds were not picked by outcome; any-hit rate near 3.8%.

Values in the order: procasp7 counter	proCasp3 act	RPL19A-GFP yeast	ZTA DNA inh	AHR activator	MEP2-GFP yeast	LAP4 TOR yeast	EBNA-1 inhibitor
- O=C(CCCC(=O)NC1CCCCC1)Nc1ccc([N+](=O)[O-])cc1
  7	-8	104	-13	2	100	98	-16
- CCCCCn1c(CN2CCN(CCO)CC2)nc2c1c(=O)n(C)c(=O)n2C
  2	5	99	2	-3	92	93	-13
- O=C(CNC(=O)c1cccs1)c1ccc(F)cc1
  0	3	99	1	-3	104	103	6
- COc1ccc(CCN2C(=O)CC(NCCc3ccc(S(N)(=O)=O)cc3)C2=O)cc1OC (stereo unspecified)
  -25	-17	108	-2	3	112	112	-6
- C/C(=N\N=C\c1ccccc1F)c1nnn(-c2nonc2N)c1C
  15	2	103	-6	4	104	94	6
- COc1cc(NC(=O)c2ccc(NC3=NC4CS(=O)(=O)CC4S3)cc2)cc(OC)c1OC (stereo unspecified)
  1	-6	103	-7	0	92	95	3
- Nc1cc(N)nc(SCCN2CCCCC2)n1
  -8	-1	96	7	4	98	100	-8
- Cn1cc(CCCC(=O)NCc2ccccc2)c2ccccc21
  1	3	98	4	17	107	122	8
- O=C(O)c1cccc(Oc2cccc(Cl)n2)c1
  7	3	96	18	0	97	101	7
- S=c1[nH]nc(-c2ccncc2)n1/N=C/C=C/c1ccco1
  4	1	101	-7	5	98	92	-1
- CC(=O)Nc1ccc(Nc2ccc(N3C(=O)CCCC3=O)cc2[N+](=O)[O-])cc1
  11	8	104	12	0	119	102	-1
- CCCCC[C@@H]1C=C(C(=O)O)[C@H](c2cccc(C)c2)N1S(=O)(=O)c1ccc(C)cc1
  1	2	92	x	1	87	96	x
- COc1ccc(-c2c3c(nc4sc5c(Cl)nc(C)nc5c24)CCC3)cc1
  7	8	89	5	-2	90	88	6
- CC(C)(C)NC(=S)N/N=C/c1cc(Br)c(O)c(Br)c1
  2	8	106	-3	5	101	121	2
- CCc1ccc(C(C)NC(=O)c2cc(C)oc2C)cc1 (stereo unspecified)
  14	3	95	6	1	93	91	-1
- O=C(NCc1ccccn1)c1nc(-c2ccc(C(F)(F)F)cc2)no1
  -2	2	101	14	29	105	95	0
- CCOC(=O)COc1c(Br)cc(/C=C2\SC(=O)N(CC(=O)N3CCCC3)C2=O)cc1OC
  -12	11	100	-2	0	105	110	8
- Cc1ccc(C)c(NC(=S)Nc2cccc3cnccc23)c1
  -9	-8	94	4	31	99	105	-4
- Cc1ccnn1-c1ccc(C(=O)NCc2ccccc2CN2CCOCC2)cc1
  5	0	103	x	3	96	101	x
- Cc1ccc(C(=O)N/C(=C\c2ccc(Cl)cc2)C(=O)NCC2CCCO2)cc1 (stereo unspecified)
  9	10	105	-16	9	109	98	10
- COc1ccccc1NC1C=CS(=O)(=O)C1 (stereo unspecified)
  -5	6	101	13	2	103	105	5
- COc1ccc(OC)c(NC(=O)c2cc(S(=O)(=O)N3CCCC3)cn2C)c1
  11	4	103	3	8	104	100	3
- Cc1nc(NC(=O)COC(=O)C(NC(=O)c2ccco2)C(C)C)c(Cl)cc1Cl (stereo unspecified)
  -7	8	99	-9	-3	101	96	-5
- Cn1c(C(=O)N2CCC(C(=O)NCc3ccccc3)CC2)cc2sccc21
  0	6	100	4	0	109	102	-7
- CCOC(=O)C1CCN(C(c2cccc(OC)c2)c2sc3nc(C)nn3c2O)CC1 (stereo unspecified)
  12	9	103	19	-2	104	104	2
- COc1ccc(CCNC(=O)C/C(C)=N/NC(=O)c2ccc(Cl)cc2Cl)cc1OC
  -5	3	99	2	4	107	96	2
- CCOC(=O)C1=C(CBr)NC(=O)NC1C (stereo unspecified)
  -1	-1	119	3	1	108	100	8
- CCN(Cc1ccccc1)C(=O)c1cc(S(=O)(=O)N2CCOCC2)cn1C
  5	0	103	-10	0	99	109	-8
- CCN(CC)CCN(C(=O)c1cc2c(ccc3ccccc32)oc1=O)c1nc2cc3c(cc2s1)OCCO3
  -5	0	96	0	6	105	104	25
- CCOC(=O)C1=C(O)CSC1=Nc1ccccc1
  -7	5	96	-15	-5	99	102	-2

Pulled by structure from above:
Values in the order: procasp7 counter	proCasp3 act	RPL19A-GFP yeast	ZTA DNA inh	AHR activator	MEP2-GFP yeast	LAP4 TOR yeast	EBNA-1 inhibitor
- CCOC(=O)C1=C(O)CSC1=Nc1ccccc1
  -7	5	96	-15	-5	99	102	-2
- CCOC(=O)C1CCN(C(c2cccc(OC)c2)c2sc3nc(C)nn3c2O)CC1 (stereo unspecified)
  12	9	103	19	-2	104	104	2
- CCN(CC)CCN(C(=O)c1cc2c(ccc3ccccc32)oc1=O)c1nc2cc3c(cc2s1)OCCO3
  -5	0	96	0	6	105	104	25
- CCN(Cc1ccccc1)C(=O)c1cc(S(=O)(=O)N2CCOCC2)cn1C
  5	0	103	-10	0	99	109	-8
- COc1ccc(OC)c(NC(=O)c2cc(S(=O)(=O)N3CCCC3)cn2C)c1
  11	4	103	3	8	104	100	3
- COc1ccc(CCNC(=O)C/C(C)=N/NC(=O)c2ccc(Cl)cc2Cl)cc1OC
  -5	3	99	2	4	107	96	2

The listing continues.
Values in the order: procasp7 counter	proCasp3 act	RPL19A-GFP yeast	ZTA DNA inh	AHR activator	MEP2-GFP yeast	LAP4 TOR yeast	EBNA-1 inhibitor
- C=COCCNC(=O)C(=O)NCC(C)C
  -19	5	108	-17	3	100	109	6
- CCCCNC(=O)CSc1nc(CCC)nc2ccccc12
  11	8	97	10	9	104	100	1
- Cc1cc(C)c(Nc2ncccc2C(=O)O)c(C)c1
  0	4	97	13	2	96	100	8
- CC(C)CC(COCc1cccc(Cl)c1)N1CCN(C(=O)c2cccc(C(F)(F)F)c2)CCC1=O (stereo unspecified)
  -3	15	104	-5	1	96	124	-6
- c1cncc(-c2ccnc3ncnn23)c1
  11	9	106	11	6	104	108	-2
- COc1ccc(NC(=O)C2CCCNC2)cc1OCC(C)C (stereo unspecified)
  9	5	96	-6	2	95	89	-15
- c1ccc(COc2ccc(CNCc3cccnc3)cc2)cc1
  1	-2	96	-9	0	102	105	-7
- CCOC(=O)N1CCN(CC(=O)Nc2ccc(F)c(F)c2)CC1
  3	5	98	-19	-1	95	109	5
- CCC1CCCCN1C(=S)NC(=O)c1cccc([N+](=O)[O-])c1 (stereo unspecified)
  8	-5	95	0	3	111	120	-6
- CC1CCN(c2nc3ccccc3nc2C(C#N)C(=O)OC2CCCCC2)CC1 (stereo unspecified)
  -3	7	103	6	1	106	105	0
- Cc1cc(OCC(=O)NNC(=S)NCC2CCCO2)cc(C)c1Cl (stereo unspecified)
  -12	-7	108	-1	5	101	98	9
- CCCCn1c(=O)c(CCC(=O)OCC(=O)NC(=O)NCCOC)nc2ccccc21
  10	9	103	10	1	106	101	1
- CCOc1nc(NCCN2CCOCC2)nc(Nc2ccc([N+](=O)[O-])cc2)n1
  8	3	104	15	24	106	94	5
- CC(=O)c1c(C)[nH]c(C(=O)COC(=O)c2cccs2)c1C
  16	-5	102	x	-1	100	95	x
- Cc1ccc(C)c(S(=O)(=O)N/N=C2/CCCc3ccccc32)c1
  1	-9	98	-27	16	106	97	-6
- O=c1[nH]c(=O)n(Cc2ccco2)c2c1C(C(F)(F)F)(C(F)(F)F)N=C(CCC1CCCCC1)N2
  5	-4	99	-4	7	98	113	10
- O=S(=O)(c1ccc(-c2ccon2)s1)N1CCOCC1
  0	-7	95	19	-2	98	107	-2
- COCCCNC(=O)CCCOc1ccccc1
  7	-1	102	-10	0	112	99	-1
- Cc1ccc(-c2cc(C(=O)NC3CCCCC3)no2)cc1
  0	-10	96	1	0	90	96	0
- COc1ccc(N2CCN(C(=O)C(=O)c3c(C)[nH]c4ccccc34)CC2)cc1
  2	6	98	11	1	134	98	9
- COc1ccc(C(=O)Nn2c(C)nnc2-n2nc(C)cc2C)cc1OC
  -4	0	103	7	0	112	98	8
- Cc1ccc(NC(=O)c2cccs2)cc1
  -5	3	101	-10	3	109	100	2
- COc1ccccc1N1CCN(C(=O)CCc2ccc(S(=O)(=O)NC(C)C)cc2)CC1
  3	-4	104	8	-2	100	90	11
- Cc1cccc(-n2c(SCC(=O)N3CCCC3)nnc2-c2ccccn2)c1C
  -6	-1	95	28	-2	103	96	-1
- Cc1ccc(-c2csc(N(CCO)CCCn3c(C(F)(F)F)nc4cc(C(F)(F)F)ccc43)n2)cc1
  -16	-9	95	13	15	91	111	0
- CCOC(=O)CSC1=NC(=O)/C(=C\c2ccc(Cl)cc2)S1
  -4	-4	94	-6	7	87	184*	8
- COc1ccc(C)cc1Nc1nc(-c2c(C)[nH]c3ccccc23)cs1
  -19	-26	101	5	29	99	100	2
- CN(C)c1nc2ccc(OCCN3CCCCC3)cc2s1
  4	7	100	-9	6	102	100	-10
- CCOc1cc(/C=N/Nc2nc(-c3cccc(S(=O)(=O)N4CCCC4)c3)cs2)ccc1O
  -17	-7	108	-2	14	97	84	11
- Cc1ccc(C(=O)NN2C(=O)/C(=C/c3cccn3C)SC2=S)cc1
  -8	-14	110	-29	-2	119	106	-8
- O=C(O)CC(NC(=O)C12CC3CC(CC(C3)C1)C2)c1cc([N+](=O)[O-])ccc1Cl (stereo unspecified)
  -3	-1	100	4	-1	104	103	-2
- C[N+](C)(CC#Cc1ccccc1)CC(=O)c1ccc(Cl)cc1
  2	2	104	10	12	103	94	6
- CC(C)(C)[C@H]1COC(=O)CC/C=C\C[C@@H](CC(=O)N[C@H](CO)Cc2ccccc2)C(=O)N1
  2	1	108	x	-1	106	114	x
- CN(CC(=O)Nc1cccc(F)c1)CC(=O)Nc1cccc([N+](=O)[O-])c1
  6	-12	102	9	3	89	92	-6

Screens: PubChem, several laboratories
